Compound activity (PubChem)
IL1B NFkB inh – blocks IL-1B driven NFkB nuclear translocation in HUVEC cells; AID 796; hit rate 0.43% among 94,000; HUVEC IL-1B NFkB p65 nuclear translocation imaging; inhibition, % at 2 µM;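 active means inhibition above about 30% together with a positive call from visual inspection of the well image, limit read from the data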;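 further: nuclear over cytoplasmic p65 intensity ratio measured by imaging; 0% = IL-1B stimulated DMSO wells and 100% = unstimulated DMSO wells; values of inactives mirror those of a sister screen read the other way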
Bcl-B TR3 displacers – displacers of TR3 peptide from Bcl-B, primary screen, selectivity assay for Bfl-1 inhibitor project, biochemical, fluorescence polarization; FP displacement of FITC-TR3 peptide from Bcl-B; higher % means a stronger effect; one-dose displacement, % at 20 µM; IC50 in µM for titrated hits; hit rate 0.11% among 96,000; AID 748;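 active means displacement above 50% at 20 µM plus a fluorescence interference ratio under 1.5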;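 further: plate controls were wells without compound for no effect and wells lacking Bcl-B protein for full effect; a part of the inactive calls stands beside numbers as strong as those of hits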
MRP resist rev – MRP-mediated drug resistance reversal; hit rate 0.04% among 85,000; differential viability (reversal), % at 10 µM; H69AR cells + 2 uM doxorubicin, CellTiter-Glo, 72 h; AID 602;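 active means viability drop by adding the cancer drug above about 55%, with treated viability meeting a 40% cutoff, limit read from the data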;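 further: viability without doxorubicin minus viability with 2 µM doxorubicin for each compound; larger differential means the compound sensitizes cells more to doxorubicin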
PLAP inhibition – PLAP enzyme inhibitors, biochemical, luminescence, HTS (AID 690) | hit rate 0.08% among 96,000 | inhibition, % at 20 µM; hits with a dose series show IC50 in µM | purified PLAP, luminescent substrate; higher % means a stronger effect; in the data active means a potency from the dose series; inactive means the rest, 99 in 100 with inhibition below about 30%; further: strong numbers were not always called active
IL1B NFkB pot – enhances IL-1B driven NFkB nuclear translocation; activation, % at 2 µM; hit rate 0.3% among 94,000; AID 819; HUVEC IL-1B NFkB p65 nuclear translocation imaging;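 active means activation above 40%, about the mean plus 3 SD, also judged a hit on visual image review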;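 further: percent activation is computed from the nuclear over cytoplasmic p65 intensity ratio; values of inactives mirror those of a sister screen read the other way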
MRP resist rev cytotoxicity – second read-out of MRP resist rev, no call of its own (marks repeat the call); viability, %; H69AR cells, CellTiter-Glo, 72 h; measured here: cytotoxicity without doxorubicin
MRP resist rev with doxorubicin – further read-out of MRP resist rev, marked with its call; viability, %; measured here: viability with 2 uM doxorubicin; stronger effect = lower value
IL1B NFkB inh cell count 2 µM – further read-out of IL1B NFkB inh, marked with its call; cell count; measured here: cells passing quality filter;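 raw number of nuclei counted in each imaged well without normalization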
IL1B NFkB pot cell count 2 µM – recorded beside IL1B NFkB pot, whose call it bears; cell count; measured here: cells passing quality filter
An asterisk follows results filed as active; · = not tested or not shown. These rows are one share of the data (hit frequency here may not be typical).

SMILES	IL1B NFkB inh	IL1B NFkB inh cell count 2 µM	Bcl-B TR3 displacers	MRP resist rev	MRP resist rev cytotoxicity	MRP resist rev with doxorubicin	PLAP inhibition	IL1B NFkB pot	IL1B NFkB pot cell count 2 µM
CCCC1CC(C)(C(=O)CSc2n[nH]c(-c3ccccc3)n2)OC1=O (stereo unspecified)	6	138	-4%	1	98	97	-25%	-6	138
O=C1NCCN1C(=O)C12CC3CC(CC(C3)C1)C2	-8	93	-3%	9	100	91	3%	11	93
Cc1cc2nc(SCCN3CCCC3)[nH]c2cc1C	·	·	3%	5	85	80	-19%	·	·
O=c1cc(-c2ccccc2)nc2nc(SCc3ccccc3)[nH]n12	-19	84	-2%	-7	79	86	6%	19	84
O=C(c1ccc2snnc2c1)N1CCN(c2ccccc2)CC1	-8	61	-3%	23	105	82	-52%	8	61
CN1CCN(C(=O)c2ccc(N3CCCC3=O)cc2)CC1	-12	102	4%	1	101	99	7%	12	102
COC(=O)c1cc(C(=O)OC)cc(-n2c(C)cc(C(=O)CC#N)c2C)c1	·	·	-4%	17	107	90	-58%	·	·
COC(=O)c1ccc(C(=O)OC)nc1	-9	156	-13%	-3	95	99	8%	9	156
Cc1ccc(NC(=O)CCc2ccc(S(=O)(=O)NC3CCCCC3)cc2)cc1	-14	164	1%	·	·	·	-4%	14	164
O=C(CS(=O)(=O)c1cn(Cc2ccc(Cl)cc2)c2ccccc12)N1CCCCC1	-16	62	-1%	-3	86	89	-7%	16	62
COC(=O)c1ccccc1NC(=O)COc1ccc(S(=O)(=O)N2CCCC2)cc1C	-1	145	-12%	3	53	50	-8%	1	145
COc1cccc(Nc2ncccc2C(=O)NCc2ccccc2)c1	-7	165	12%	1	78	77	36%	7	165
O=C(Cn1cnc2ccccc21)OCC(=O)N1CCCc2ccccc21	·	·	10%	-17	73	90	16%	·	·
CCCCn1c(=N)n(CC(=O)C(C)(C)C)c2ccccc21	2	191	-9%	8	89	80	15%	-2	191
COc1cc(CNC2CCCC2)cc(Cl)c1OCc1ccccc1F	-39	145	0%	·	·	·	-96%	39	145
CCOc1ccccc1NC(=O)C1CCN(S(=O)(=O)c2c(C)nn(C)c2C)CC1	14	149	-3%	13	107	94	-67%	-13	149
CCC(=O)c1cn(CC(=O)NCC2CCCO2)c2ccccc12 (stereo unspecified)	·	·	-1%	2	98	96	-3%	·	·
N#Cc1ccc(CSc2nnc(-c3ccccn3)n2-c2ccc(Cl)cc2)cc1	-12	147	0%	-23	62	85	-48%	12	147
O=C(COC(=O)CCC(=O)c1ccc(F)cc1)Nc1ccc(N2CCOCC2)cc1	-6	206	6%	-2	99	101	-12%	6	206
Cc1ccc(S(=O)(=O)Nc2ccccc2-c2ccccc2NS(=O)(=O)c2ccc(C)cc2)cc1	-4	120	-10%	·	·	·	-68%	1	118
CN1C(=O)CS(=O)c2ccc(C(=O)NC3CC3)cc21 (stereo unspecified)	-13	202	-11%	4	104	100	0%	13	202
COc1ccc(N2C(=O)C3CCCN3C2c2cccc(OC)c2OC)cc1 (stereo unspecified)	-40	194	-5%	16	91	75	-50%	40	194
Cc1ccc(-n2ncc3c(=O)n(Cc4cccnc4)cnc32)cc1	·	·	6%	5	89	84	4%	·	·
COc1ccccc1NC(=O)c1cccs1	-6	198	8%	·	·	·	7%	6	198
CC(C)(C)C(=O)NCCN1CCN(C(=O)C(C)(C)C)CC1	-3	95	·	1	99	98	·	3	95
CC(C)n1c(NCc2cc(Cl)ccc2O)nc2ccccc21	8	166	-4%	0	61	61	13%	-8	166
Cc1cc(OCC(=O)Nc2ccc3c(c2)OCCO3)ccc1Cl	·	·	5%	8	96	88	24%	·	·
Cc1ccc(-n2c(SCC(=O)N3CCOCC3)nnc2-c2ccncc2)cc1	-21	152	-2%	-8	78	86	-9%	21	152
CCn1cc(C(=O)NC2CC3CCC2C3)c(=O)c2ccc(C)nc21 (stereo unspecified)	·	·	0%	3	96	93	11%	·	·
COc1ccc(-c2nnc(-c3cc4ccccc4oc3=O)o2)cc1	-8	110	·	7	93	87	·	8	110
O=C(O)CCCCCNc1nc(=S)[nH]c2ccccc12	-1	111	2%	-8	90	98	-10%	1	111
N#C/C(=C/c1ccc2c(c1)OCO2)C(=O)NCCc1c[nH]c2ccccc12	7	158	5%	·	·	·	6%	-7	158
Cc1cc2c(=O)n(CC(=O)N3CCN(c4ccccc4)CC3)cnc2s1	-16	117	3%	-5	93	97	17%	16	117
CCOC(=O)N1CCC(N2CC34C=CC(O3)C(C(=O)Nc3ccc(C)cc3)C4C2=O)CC1 (stereo unspecified)	-21	57	-3%	7	90	83	-62%	21	57
O=C(C(NS(=O)(=O)c1cccs1)c1ccccc1)N1CCN(c2ccccc2)CC1 (stereo unspecified)	6	134	-5%	3	85	83	-48%	-6	134
C=CCSC(=C(C#N)C#N)c1cc2c([nH]1)CCCC2	-4	84	-8%	0	1	2	25%	3	84
CCOc1cc(CNC(C)C)c(Cl)cc1OCC(=O)NCCc1ccccc1	11	165	-6%	·	·	·	-42%	-11	165
COC(=O)C1=C(CN2CCSCC2)NC(=O)NC1c1cc(C)ccc1C (stereo unspecified)	-12	119	0%	-22	54	76	2%	12	119
COC(=O)C1C(=O)C2=C(CC1C)NC(C)=C(C(=O)OCCOc1ccccc1)C2c1ccc(C)o1 (stereo unspecified)	-8	118	·	-5	83	87	·	8	118
O=S(=O)(NCc1ccccc1Cl)c1cnc[nH]1	·	·	-10%	4	97	93	10%	·	·
Cc1cc(C(F)(F)F)c2c(=O)[nH]c(=O)n(Cc3ccccc3)c2n1	0	127	6%	-1	85	86	-16%	0	127
CCOC(=O)Nc1nnc(-c2ccc(OC)c(OC)c2)s1	6	134	11%	0	86	85	9%	-6	134
O=C(O)C(Cc1ccccc1)n1cccc1 (stereo unspecified)	0	73	3%	-4	102	106	3%	0	73
COc1ccccc1/C=C/C=N/N1CCN(Cc2ccc(Cl)cc2)CC1	-12	170	2%	·	·	·	-45%	12	170
CCn1c(SCC(=O)N2CCN(c3ccccc3)CC2)nnc1-c1ccncc1	0	100	·	17	102	85	·	0	100
O=C(c1ccccc1NS(=O)(=O)c1cccc([N+](=O)[O-])c1)N1CCOCC1	0	198	3%	·	·	·	4%	-7	161
COc1ccc(-c2cc(C(=O)n3cnc4ccccc43)c3ccccc3n2)cc1	-2	159	-28%	·	·	·	-63%	2	159
CCC(C)C(NC(=O)OC(C)(C)C)C(=O)NC(C(=O)N1CCCC1C(N)=O)C(C)CC (stereo unspecified)	-17	135	4%	-5	88	93	-39%	17	135
CCOC(=O)c1c(C)nc2c(c1-c1ccccc1)C(=O)CC(C)(C)C2	-6	133	-5%	·	·	·	-27%	6	133
CCOC(=O)c1cnc(SCC(=O)Nc2cc(C(F)(F)F)ccc2N2CCOCC2)nc1N	14	111	-10%	0	36	36	-16%	-14	111
COC(=O)c1ccc(Cl)c(NC(=O)CN2CCN(Cc3ccccc3)CC2)c1	4	147	-1%	18	98	80	-58%	-4	147
CC(C)(C)c1ccc(C(=O)c2c[nH]c(C(=O)NCCCn3ccnc3)c2)cc1	-8	124	-7%	·	·	·	-36%	8	124
N#CC1=C(N)Oc2n[nH]c(CSc3ccccc3)c2C12C(=O)Nc1ccccc12 (stereo unspecified)	-7	134	-17%	25	92	67	-73%	7	134
COc1ccccc1CNC(=O)CCN1C(=O)COc2ccccc21	4	125	7%	12	89	77	6%	-4	125
Cc1ccc(C(=O)COC(=O)c2cnccn2)cc1	-11	129	13%	-2	92	94	11%	11	129
CCOC(=O)c1cnc2ccc(Cl)cc2c1NCCN(C)C	-4	177	·	5	84	79	·	4	177
O=C(Nc1ccc(Cl)cc1)C(c1ccccc1)N(CCO)CCO (stereo unspecified)	-6	191	-6%	3	104	101	-12%	6	191
C=CCn1c(CSCc2ccccc2)nnc1SCC(=O)NCc1ccccc1	4	149	1%	·	·	·	-22%	-4	149
N=c1c(S(=O)(=O)c2ccccc2)cc2c(=O)n3ccccc3nc2n1Cc1ccco1	-7	150	-3%	8	11	3	-24%	7	150
CCCCN(C(=O)CNC(=O)c1cccs1)C(C(=O)NC1CCCCC1)c1cccnc1 (stereo unspecified)	12	149	·	9	85	76	·	-12	149

Following part.
SMILES	IL1B NFkB inh	IL1B NFkB inh cell count 2 µM	Bcl-B TR3 displacers	MRP resist rev	MRP resist rev cytotoxicity	MRP resist rev with doxorubicin	PLAP inhibition	IL1B NFkB pot	IL1B NFkB pot cell count 2 µM
O=C(C(c1ccccc1)c1ccccc1)N1CCN(Cc2ccccn2)CC1	·	·	-16%	-2	97	99	-29%	·	·
COc1ccccc1N1CCN(c2cc(=O)n(Cc3ccc(F)cc3)c(=O)[nH]2)CC1	7	64	·	-33	30	63	·	-7	64
O=C(NCCOC(=O)c1ccc(S(=O)(=O)N2CCOCC2)cc1)c1cccnc1	·	·	-4%	14	102	88	16%	·	·
O=C(Nc1ccccc1[N+](=O)[O-])C1C(c2ccccc2)=C1c1ccccc1	6	145	-6%	·	·	·	19%	-6	145
O=C(C1CCC1)N1CCc2cc(S(=O)(=O)N3CCN(c4ccccn4)CC3)ccc21	·	·	-2%	-3	74	77	-26%	·	·
N#Cc1cc(-c2ccccc2)cnc1Sc1ccc(Cl)cc1	-8	179	0%	·	·	·	16%	8	179
COc1ccc2[nH]c(=O)c(CN(Cc3ccco3)C(=O)c3ccccc3)cc2c1	8	136	-8%	-16	59	74	-8%	-8	136
Cc1cc(C)n2c(SCC(=O)Nc3ccc(Cl)cn3)nnc2n1	2	138	-1%	·	·	·	-8%	-2	138
CCn1nc(C)c(Oc2ccccc2O)c1C	7	83	4%	4	112	109	4%	-7	83
Cc1c(C(=O)NC(C)c2ccccc2)c(-c2ccccc2)nn1-c1ccccc1 (stereo unspecified)	2	144	-5%	·	·	·	-2%	-2	144
CCOc1ccc(OCC)c(NC(=O)C2CCCN(S(=O)(=O)c3c(C)noc3C)C2)c1 (stereo unspecified)	-2	121	0%	-10	19	29	-12%	1	121
CCOC(=O)/C(=N\Nc1ccccc1)S(=O)(=O)c1ccccc1	·	·	-6%	22	90	69	1%	·	·

An excerpt of these results, with values under each structure.
Sequence of screens – IL1B NFkB inh, IL1B NFkB inh cell count 2 µM, Bcl-B TR3 displacers, MRP resist rev, MRP resist rev cytotoxicity, MRP resist rev with doxorubicin, PLAP inhibition, IL1B NFkB pot, IL1B NFkB pot cell count 2 µM
> CCOc1cc(CNC(C)C)c(Cl)cc1OCC(=O)NCCc1ccccc1
 : 11, 165, -6%, ·, ·, ·, -42%, -11, 165
> CCOc1ccccc1NC(=O)C1CCN(S(=O)(=O)c2c(C)nn(C)c2C)CC1
 : 14, 149, -3%, 13, 107, 94, -67%, -13, 149
> CCCCn1c(=N)n(CC(=O)C(C)(C)C)c2ccccc21
 : 2, 191, -9%, 8, 89, 80, 15%, -2, 191

(listing goes on)
SMILES	IL1B NFkB inh	IL1B NFkB inh cell count 2 µM	Bcl-B TR3 displacers	MRP resist rev	MRP resist rev cytotoxicity	MRP resist rev with doxorubicin	PLAP inhibition	IL1B NFkB pot	IL1B NFkB pot cell count 2 µM
CCCCSc1nnc(-c2ccc(NC(=O)CC)cc2)n1C	5	187	-16%	8	84	76	15%	-5	187
O=C(Nc1c(F)cccc1F)c1ccc(-n2cncn2)nc1	-8	121	-1%	·	·	·	19%	8	121
Nc1c(C(=O)Nc2nccs2)sc2nc(-c3cccs3)cc(C(F)(F)F)c12	6	153	-73%	·	·	·	12%	-6	153
Cc1ccc(NC(NC(=O)c2cccs2)C(Cl)(Cl)Cl)cc1 (stereo unspecified)	-2	120	0%	·	·	·	12%	2	129
CCC(C)(C)NC(=O)C(c1ccccc1)N(C(=O)c1csnn1)C1CC1 (stereo unspecified)	-7	143	·	-4	96	100	·	7	143
COc1cccc(C(O)CC(N)=O)c1 (stereo unspecified)	-6	160	-11%	2	91	88	2%	6	160
COc1cccc(C(=O)Nc2nc3c(c(=O)[nH]2)CCCC3)c1	17	93	-2%	5	89	84	-85%	-17	93
CC1CN(Cc2nc3c(c(=O)n(C)c(=O)n3C)n2CC(=O)c2ccccc2)CC(C)O1 (stereo unspecified)	0	113	·	·	·	·	·	0	113
O=C(NC1CCCC1)c1ccc(Br)s1	·	·	-8%	-1	95	97	10%	·	·
COc1ccc(-c2nnn(CC(=O)NC3CCCc4ccccc43)n2)cc1OC (stereo unspecified)	-3	108	-14%	-13	25	38	-12%	3	108
